Apaf-1 inh: inhibitors of human Apaf-1 apoptosome, primary screen, biochemical, DEVD-Rh110 fluorescence, uHTS. reconstituted apoptosome caspase-3 activity. 330,000 compounds, 0.71% hits. inhibition, % at 20 µM; active means inhibition of at least 40% at 20 µM;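 further: plate controls were DMSO wells for no effect and DEVD-CHO caspase inhibitor wells for full effect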
Target sequence (O14727 whole entry, looked up): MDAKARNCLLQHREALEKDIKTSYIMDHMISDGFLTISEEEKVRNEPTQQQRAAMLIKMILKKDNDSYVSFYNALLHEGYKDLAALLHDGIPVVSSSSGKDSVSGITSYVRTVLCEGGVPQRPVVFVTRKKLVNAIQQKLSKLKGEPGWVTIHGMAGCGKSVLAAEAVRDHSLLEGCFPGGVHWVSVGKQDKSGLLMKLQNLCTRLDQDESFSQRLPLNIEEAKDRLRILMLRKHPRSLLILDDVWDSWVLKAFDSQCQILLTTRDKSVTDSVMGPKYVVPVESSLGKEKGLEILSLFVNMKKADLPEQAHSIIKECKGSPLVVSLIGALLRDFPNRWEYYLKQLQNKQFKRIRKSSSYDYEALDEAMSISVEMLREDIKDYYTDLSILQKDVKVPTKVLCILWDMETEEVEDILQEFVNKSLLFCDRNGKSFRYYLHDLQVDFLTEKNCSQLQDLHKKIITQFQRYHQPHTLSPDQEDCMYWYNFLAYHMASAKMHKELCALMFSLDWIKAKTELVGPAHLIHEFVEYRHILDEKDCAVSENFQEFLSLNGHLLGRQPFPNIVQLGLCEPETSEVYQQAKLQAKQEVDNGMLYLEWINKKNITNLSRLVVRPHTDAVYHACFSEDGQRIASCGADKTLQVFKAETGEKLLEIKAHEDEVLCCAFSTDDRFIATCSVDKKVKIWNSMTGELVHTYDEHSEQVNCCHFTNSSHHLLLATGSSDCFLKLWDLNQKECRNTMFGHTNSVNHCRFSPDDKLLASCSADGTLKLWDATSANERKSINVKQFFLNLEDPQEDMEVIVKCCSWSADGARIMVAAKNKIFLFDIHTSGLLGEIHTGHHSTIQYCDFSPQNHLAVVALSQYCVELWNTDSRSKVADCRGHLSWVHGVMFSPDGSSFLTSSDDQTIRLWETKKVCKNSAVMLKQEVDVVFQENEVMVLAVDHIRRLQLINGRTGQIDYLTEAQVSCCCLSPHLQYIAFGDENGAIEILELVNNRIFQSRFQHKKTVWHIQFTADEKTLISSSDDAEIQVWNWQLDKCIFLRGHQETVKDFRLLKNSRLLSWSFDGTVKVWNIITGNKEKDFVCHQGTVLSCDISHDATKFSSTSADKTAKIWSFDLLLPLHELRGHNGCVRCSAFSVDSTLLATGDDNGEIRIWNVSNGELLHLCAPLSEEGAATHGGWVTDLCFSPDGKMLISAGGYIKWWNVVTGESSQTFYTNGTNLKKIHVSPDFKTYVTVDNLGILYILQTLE
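System: reconstituted apoptosome with Apaf-1, cytochrome c, caspase-9, procaspase-3, dATP; Signal: Rh110 fluorescence intensity; Schedule: 30 min compound preincubation, 50 min activation, room temperature; Reagent: cytochrome c trigger plus (Z-DEVD)2-Rh110 caspase-3 substrate.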
SENP7 inh: SENP7 protease inhibitors, primary screen, biochemical, luminescence, uHTS; recombinant SENP7, Z-RLRGG-aminoluciferin luminescence, 40 min; Sentrin-specific protease 7 (Homo sapiens), Q9BQF6; inhibition, % at 5 µM; 330,000 compounds, 1.5% hits;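 active means inhibition above about 50% at the single test dose, limit read from the data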;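 further: plate controls were DMSO with enzyme for no effect and no enzyme buffer wells for full effect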
SENP8 block-1: human SENP8 protease inhibitors, primary screen, biochemical, fluorescence, Nedd8 protein substrate, uHTS | Sentrin-specific protease 8 (Homo sapiens), Q96LD8 | recombinant SENP8 | inhibition, % at 20 µM | 360,000 compounds, 0.64% hits | AID 602440, 2012; in the data active means inhibition mostly above about 40%, no sharp cut-off; inactive means mostly below about 27%
SENP1 inh: human SENP1 catalytic domain inhibitors, primary screen, biochemical, FRET, uHTS. Sentrin-specific protease 1 (Homo sapiens), Q9P0U3. recombinant SENP1 catalytic domain, CyPet-SUMO1-YPet FRET cleavage. inhibition, % at 10 µM. 360,000 compounds, 0.21% hits. AID 624204, 2012;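 active means inhibition at least 30% at 10 µM, raw YFP signal under a set limit, fluorescence ratio 0.5 to 1.5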;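 further: 0% = enzyme with DMSO and 100% = no enzyme wells; some results filed as inactive read as strong as hits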
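System: Recombinant human SENP1 catalytic domain, His6-tagged | Incubation: Enzyme reaction for 50 min at room temperature, dark | Medium: Tris pH 8 with BME, BSA, NP40 and catalase | Also added: 25 nM SUMO1 FRET substrate | Compound: 10 µM single point, 0.5% DMSO | Measured by: FRET fluorescence in CFP and YFP emission channels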
PfGluPho inh: PfG6PD enzyme inhibitors, primary screen, biochemical, fluorescence intensity, uHTS; inhibition, % at 20 µM; 350,000 compounds, 0.78% hits; glucose-6-phosphate dehydrogenase-6-phosphogluconolactonase (Plasmodium falciparum 3D7); PfGluPho enzyme, NADPH resazurin-diaphorase fluorescence;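 active means inhibition reaching at least a set limit at 20 µM in the primary screen, cut at about 59% in these data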;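 further: 0% = DMSO wells with substrate and 100% = DMSO wells lacking glucose-6-phosphate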
SENP6 block: SENP6 protease inhibitors, primary screen, biochemical, luminescence, uHTS; Sentrin-specific protease 6 (Homo sapiens), Q9GZR1; Recombinant SENP6 catalytic domain, aminoluciferin luminescence; inhibition, % at 10 µM; 330,000 compounds, 1.8% hits;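 active means inhibition above about 50% at the single tested dose, limit read from the data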;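 further: plate controls were DMSO wells with enzyme for no effect and DMSO wells lacking enzyme for full effect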
SENP8 block-2: SENP8 protease inhibitors, primary screen, biochemical, luminescence; purified SENP8, Z-RLRGG-aminoluciferin cleavage; Sentrin-specific protease 8 (Homo sapiens), Q96LD8; 330,000 compounds, 1.2% hits; AID 2540, 2010; inhibition, % at 10 µM; in the data active means inhibition above about 50%
HKDC1 inhibitor: HKDC1 hexokinase inhibitors, primary screen, biochemical, fluorescence, uHTS | inhibition, % at 20 µM | recombinant HKDC1, G6PDH/diaphorase resazurin coupled fluorescence | Q2TB90 | 340,000 compounds, 0.16% hits | AID 493160, 2011;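 active means inhibition above about 35% when tested at 20 µM, limit read from the data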;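 further: plate controls were DMSO wells with enzyme for no effect and DMSO wells lacking enzyme for full effect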
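Incubation: 90 min at room temperature in dark / Material: recombinant HKDC1 (HK5) hexokinase enzyme, produced in-house / Quantity: enzyme 5 µg/mL final / Compound: one dose of 20 µM, 1% DMSO / Reagent: glucose and ATP substrates / Buffer or medium: Tris pH 8.0 buffer with MgCl2, Tween-20, BSA, BME / Technique: resorufin fluorescence at 613 nm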
Numbers without * were called inactive; · = no result given.

compound	SENP1 inh	SENP6 block	SENP7 inh	SENP8 block-1	SENP8 block-2	Apaf-1 inh	PfGluPho inh	HKDC1 inhibitor
CC(C)=CCSc1nnc(CCNC(=O)OC(C)(C)C)o1	3	7	-6	11	2	-3	-8	-2
CCSC1=N/C(=C\c2ccc(-c3ccccc3[N+](=O)[O-])o2)C(=O)S1	-20	50*	28	6	13	28	8	9
CC(C)Cc1nnc(N)s1	1	·	·	14	·	·	-1	3
Cn1c(N)c(C(=O)c2ccc(Cl)cc2)c(=O)n(C)c1=O	2	-10	0	18	-7	9	6	-11
COc1ccccc1NC(=O)CSc1nnc2ccccn12	-3	-20	-12	11	-9	-4	-6	-2
CC1(C)CC(=O)C2=C(C1)OC(N)=C(C#N)C2C1CC=CCC1 (stereo not drawn)	1	-7	-5	6	0	9	4	-11
N#Cc1ccc(-c2ccccc2)nc1SCC(=O)c1cccc(Cl)c1	-20	-12	-4	-24	-3	9	0	-10
COc1cc(/C=C2\C(=O)NN(c3ccccc3)C2=O)cc([N+](=O)[O-])c1O	1	-3	-8	6	-10	12	11	7
CC1=NN(C(N)=S)C(=O)C1N=Nc1c(Cl)cc([N+](=O)[O-])cc1Cl (stereo not drawn)	7	98*	82*	47*	95*	-21	-3	-25
CCOc1ccc(CN2CCN(C3CCC3)CC2CCO)cc1 (stereo not drawn)	1	1	-9	13	-9	0	-4	-5
CC1Cc2ccccc2N1CC(=O)NC(c1ccccc1)c1ccccc1 (stereo not drawn)	-13	-8	-7	-1	-7	29	-6	7
COc1ccc(CCn2nc(C)c([N+](=O)[O-])c2C)cc1	2	71*	59*	1	30	3	3	-1
CCC(C)(C)NC(=O)CN(C(=O)CNS(=O)(=O)c1ccccc1)c1ccccc1	2	-8	16	18	-2	-18	2	-5
COc1ccccc1NC(=O)CN1CCN(CC(=O)Nc2ccc(Cl)c(C(F)(F)F)c2)CC1	-3	·	·	13	·	·	28	-1
O=C(NCCOc1ccccc1F)c1ccccc1SCc1ccc(F)cc1	1	-23	0	20	-10	8	-7	18
CC1(C)C(=O)C=CC(=O)C(C)(C)C(=O)C=CC(=O)C(C)(C)C2=CC=C(O2)C(C)(C)C(=O)C=CC1=O	7	·	·	48*	·	·	6	1
Cn1ncc([N+](=O)[O-])c1C(=O)N1CCOCC1	1	-5	2	7	0	4	-8	-2
COc1ccccc1C1NC(=O)NC(C)=C1C(=O)Nc1cccc(C)c1C (stereo not drawn)	1	-14	-9	14	-7	14	-7	-3
CCOc1ccccc1NC(=O)c1ccc2ccccc2c1	1	7	-10	15	-14	15	28	-2
CC1(C)CC(=O)C2=C(C1)N(c1ccc(F)cc1)C(=O)CC2c1ccccc1 (stereo not drawn)	4	-5	-15	22	-3	11	-5	-5
CC(Oc1ccccc1)C(=O)N1CCN(c2ccc(N3CCCCC3)nn2)CC1 (stereo not drawn)	-32	3	0	-491	-4	-2	3	1
Cc1cccc(Nc2c3c(nc4ncnn24)CCC3)c1	-1	-13	-6	2	-1	-4	-14	-10
O=C(Cc1ccc(Cl)cc1)NCC(=O)N1CCCCCC1	0	-16	-4	8	15	-4	-5	-4
C=CCn1c(SCC(=O)Nc2cccnc2Cl)nnc1-c1ccc(C(C)(C)C)cc1	3	3	3	13	-7	18	8	-8
CCN1C(=O)CSc2ccc(C(=O)NCc3ccccc3OC)cc21	12	-11	1	2	5	-4	-7	-13

2 compounds drawn at random from the list so far, as already listed:
compound	SENP1 inh	SENP6 block	SENP7 inh	SENP8 block-1	SENP8 block-2	Apaf-1 inh	PfGluPho inh	HKDC1 inhibitor
CCSC1=N/C(=C\c2ccc(-c3ccccc3[N+](=O)[O-])o2)C(=O)S1	-20	50*	28	6	13	28	8	9
O=C(NCCOc1ccccc1F)c1ccccc1SCc1ccc(F)cc1	1	-23	0	20	-10	8	-7	18

Further entries
compound	SENP1 inh	SENP6 block	SENP7 inh	SENP8 block-1	SENP8 block-2	Apaf-1 inh	PfGluPho inh	HKDC1 inhibitor
CCCCNC(=O)C(=O)Nc1cc2c3c(c1)CCC(=O)N3CCC2	0	1	1	2	-4	-4	-11	-1
O=C(CCCCCN1C(=O)c2cccc3cccc(c23)C1=O)NCCCO	2	-26	2	-270	-2	2	1	-4
O=C(NC(=S)Nc1ccccc1C(=O)O)c1ccc2ccccc2c1	1	67*	1	-104	-5	-7	30	2
COCCn1c(SCC(=O)Nc2cccc(S(N)(=O)=O)c2)nc2ccccc21	3	7	2	12	-4	-1	-1	5
CCCCNC(=O)C1CCN(S(=O)(=O)c2ccc3c(c2)CC(C)N3C(=O)C2CC2)CC1 (stereo not drawn)	4	-6	-2	5	4	2	-12	12
Cc1ccccc1OCCNc1ccc(C(F)(F)F)cc1[N+](=O)[O-]	4	4	-3	20	-5	10	20	2
COc1ccc(C2CC(c3ccccc3OC(C)=O)=NN2C(=O)/C=C/c2ccccc2)cc1 (stereo not drawn)	8	-15	-2	-12	-6	11	20	-7
COc1ccccc1OC(=O)Nc1ccc(Cl)cc1	3	-7	-1	16	-9	3	2	-6
OCC[C@@H]1C[C@@H](O)[C@H](O)[C@]2(OCc3ccccc32)O1	1	-10	4	11	-1	-2	4	-5
COc1ccc(C(C)C)cc1S(=O)(=O)Nc1ccc(Cl)cn1	-2	-9	-2	4	-1	13	-12	-3
O=c1c2ccccc2nnn1CSc1nnc(C2COc3ccccc3O2)n1-c1ccccc1 (stereo not drawn)	2	-16	-10	7	-12	10	-9	-1
COc1ccccc1NC(=O)C/C(N)=N/O	0	-4	-2	26	-4	8	1	5
CC(=O)Nc1c(NCC(C)C)c2ccccc2oc1=O	-1	-13	2	2	-3	5	1	-3
Cc1nnn(C23CC4CC(CC(C(=O)NN)(C4)C2)C3)n1	0	-4	-4	4	-2	9	-2	-4
COc1ccc(-c2c(C)nn3c(N4CCOCC4)cc(C)nc23)cc1OC	1	·	·	11	·	·	14	-7
CCOC(=O)N1CCC(NC(=O)c2cc(C(=O)NC3CCCC3)ccc2CO)CC1	0	-2	0	-4	1	-3	-3	-6
Cc1nn(CC(=O)NCCN2CCOCC2)c(=O)c2ccccc12	0	-13	-2	4	-2	-2	-3	-6
C/C(=N/N=C1/NC(=O)CC(C(=O)O)S1)c1ccccc1 (stereo not drawn)	0	-6	6	7	-7	-12	-19	2
CC(C)(C)c1nc(C(C)(C)C)c(Br)c(=O)[nH]1	-1	14	4	9	-6	9	22	-3
CCCn1c(SCC(=O)Nc2ccccc2C(=O)NC2CC2)n[nH]c1=O	1	-7	0	8	6	-5	14	-5
O=Cc1cn(-c2ccccc2)nc1-c1cc2ccccc2oc1=O	8	-5	8	-408	-1	6	2	-4
CCc1cc(-c2[nH]ncc2-c2ccc([N+](=O)[O-])cc2)c(O)cc1OC	4	-5	4	20	-13	13	26	2
CC(C)NC(=O)C(c1ccc(F)cc1)N(C(=O)CCC(=O)Nc1ccccn1)C1CCCCC1 (stereo not drawn)	2	-16	-4	4	-11	7	-8	-7
S=C(NCCc1ccccc1)N1CCCC1	-4	2	-1	7	-10	-12	-2	0
Cc1cc(N2CCOCC2)nc2ccc(NC(=O)CCC(=O)N3CCN(c4cccc(C(F)(F)F)c4)CC3)cc12	-2	9	-3	-309	-12	34	13	1

In the list so far, 3 contain an NH in an aromatic ring:
compound	SENP1 inh	SENP6 block	SENP7 inh	SENP8 block-1	SENP8 block-2	Apaf-1 inh	PfGluPho inh	HKDC1 inhibitor
CC(C)(C)c1nc(C(C)(C)C)c(Br)c(=O)[nH]1	-1	14	4	9	-6	9	22	-3
CCCn1c(SCC(=O)Nc2ccccc2C(=O)NC2CC2)n[nH]c1=O	1	-7	0	8	6	-5	14	-5
CCc1cc(-c2[nH]ncc2-c2ccc([N+](=O)[O-])cc2)c(O)cc1OC	4	-5	4	20	-13	13	26	2

(next part)
compound	SENP1 inh	SENP6 block	SENP7 inh	SENP8 block-1	SENP8 block-2	Apaf-1 inh	PfGluPho inh	HKDC1 inhibitor
Clc1cccc(-c2nc3nc4ccccc4nc3n2Cc2ccccc2)c1	-43	-2	0	-281	-8	25	10	-11
CC1(C(=O)NC(=S)N(CCC#N)c2ccccc2)CC1(Cl)Cl (stereo not drawn)	3	4	-4	11	6	-2	-2	0
CC/C(=N\Nc1ccccc1[N+](=O)[O-])c1ccc(O)cc1	3	14	5	20	-7	11	-4	-3
COc1cc([N+](=O)[O-])cc2sc(NC(=O)C3CC3)nc12	-11	-54	2	18	-18	6	-14	-9
COc1ccc(C(=O)n2nc(C#N)c(C#N)c2N)cc1	0	-11	5	12	-3	-11	8	-2
O=C1CSc2ccccc2N1Cc1ccc(F)cc1	0	-12	13	6	-5	7	-13	-8
O=C(NCc1ccccn1)C1CC(=O)N(C2CCCC2)C1 (stereo not drawn)	0	4	-6	6	-1	4	-1	-5
COc1ccc(N(CC(=O)NCCSCc2ccccc2Cl)S(C)(=O)=O)cc1Cl	0	-25	0	10	12	12	-5	-4
CC(NC(=O)c1ccccc1)C(=O)Nc1ccccc1 (stereo not drawn)	0	·	·	1	·	·	11	-7
CCn1c(CC(=O)Nc2ccccc2)nnc1SCC(=O)Nc1ccccc1C(=O)OC	1	-11	2	7	-6	0	4	1
Cc1sc(NC(=O)CSc2n[nH]c(N)n2)c(C#N)c1C	-50	·	·	-97	·	·	-12	7

Screens from PubChem BioAssay.
